Assay outcomes as filed in PubChem BioAssay.
UHRF1 binding: blocks human UHRF1 binding to methylated DNA. UHRF1 binding to methylated oligo, TR-FRET. AID 687016. inhibition, % at 4.4 µM. 0.75% of 370,000 active. Q96T88; in the data active = inhibition above about 21%;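 also: UHRF1 SRA domain binding a hemimethylated CpG hairpin DNA probe; 0% = median of test compound wells and 100% = reference inhibitor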
DDE Tn7 FP inh: DD(E)-Tn7 binding inhibition, primary FP screen. FP displacement of FITC-Tn7 peptide from fibrin DD(E); 0% = median of compound wells per plate. 0.13% of 370,000 active. P02675. inhibition, % at 8.3 µM;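 active = inhibition above the mean of compounds falling within the control limits plus 3 SD of them, cut at about 14% in these data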;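 also: 0% = plate median of compound wells and 100% = 10 µM Aha-Tn7 peptide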
Target sequence (P02675 whole entry, looked up): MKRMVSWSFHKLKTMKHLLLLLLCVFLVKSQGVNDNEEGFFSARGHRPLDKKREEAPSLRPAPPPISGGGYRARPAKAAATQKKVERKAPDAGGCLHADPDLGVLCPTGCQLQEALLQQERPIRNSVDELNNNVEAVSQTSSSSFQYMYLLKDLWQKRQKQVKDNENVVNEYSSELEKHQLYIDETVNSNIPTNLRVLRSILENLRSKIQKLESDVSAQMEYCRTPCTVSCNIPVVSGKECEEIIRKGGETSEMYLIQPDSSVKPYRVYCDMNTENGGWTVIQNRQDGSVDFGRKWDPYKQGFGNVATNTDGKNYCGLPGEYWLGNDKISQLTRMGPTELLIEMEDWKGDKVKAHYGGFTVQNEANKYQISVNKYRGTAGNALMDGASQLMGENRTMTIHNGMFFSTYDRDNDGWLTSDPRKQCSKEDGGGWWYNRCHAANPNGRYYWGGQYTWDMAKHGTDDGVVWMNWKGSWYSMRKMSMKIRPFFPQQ
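Assay system: human fibrin DD(E). Input: DD(E) 2 µM final. Medium: Tris buffer with calcium and detergent, pH 7.8. Compound dosing: single point at 8.3 µM. Timing: 10 min plus 3 h, room temperature. Technique: fluorescence polarization of the labelled Tn7 tracer. Read-out: percent inhibition. Replicates: singlicate testing.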
PRMT1 inh: inhibitors of human PRMT1; 1.3% of 370,000 active; inhibition, % at 2.79 µM; recombinant PRMT1, activity-based probe fluorescence polarization;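 active = inhibition above about 21% made by adding two undisclosed values, limit read from the data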
LEDGF integ inh: blocks HIV-1 LEDGF/p75-dependent DNA integration. 0.64% of 370,000 active. inhibition, % at 3.7 µM. TR-FRET IN-LEDGF/p75 DNA integration, Eu/Cy5;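 active = inhibition above the screen-wide mean plus 3 SD, cut at about 13% in these data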;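 also: signal is the Cy5 over europium emission ratio at 671 and 618 nm; 0% = plate median of compound wells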
ABHD4 inh: ABHD4 (mouse) inhibition, primary FP screen. inhibition, % at 8.92 µM. Q8VD66. purified mABHD4, FP-Rh probe fluorescence polarization. 0.54% of 370,000 active;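 active = inhibition exceeding the mean over every tested compound plus 3 SD, cut at about 30% in these data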;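 also: 0% = plate median of compound wells and 100% = S159A mutant with DMSO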
Target sequence (Q8VD66 whole entry, looked up): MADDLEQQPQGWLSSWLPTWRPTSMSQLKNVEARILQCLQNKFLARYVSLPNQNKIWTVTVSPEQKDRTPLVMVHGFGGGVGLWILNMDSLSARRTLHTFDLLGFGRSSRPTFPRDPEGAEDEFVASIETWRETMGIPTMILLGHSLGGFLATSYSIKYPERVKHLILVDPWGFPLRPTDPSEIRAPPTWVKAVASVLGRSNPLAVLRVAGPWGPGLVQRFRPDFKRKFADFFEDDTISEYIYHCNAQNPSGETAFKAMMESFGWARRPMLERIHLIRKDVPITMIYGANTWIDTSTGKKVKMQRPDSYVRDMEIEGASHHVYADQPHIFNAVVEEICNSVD
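System: mouse ABHD4 enzyme, wild type / Medium: HEPES pH 7.0, NaCl, Pluronic buffer / Reagent: FP-Rh activity-based fluorescent probe / Control set: S159A mutant high control, sample median low control / Detection: fluorescence polarization with parallel and perpendicular emission, 525/598 nm / Schedule: 45 min + 60 min at 25 °C / Compound dosing: 8.92 µM, single dose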
PG9 Ab binder: small molecules binding HIV-1 gp120 antibody PG9; TR-FRET gp120-PG9 antibody binding; inhibition, % at 6.7 µM; 0.43% of 360,000 active; AID 624416; in the data active = inhibition above about 8.5%
TDP2 inh: TDP2 (human) inhibition, absorbance primary screen. AID 720702. 0.34% of 370,000 active. inhibition, % at 12.8 µM. recombinant TDP2, T5PNP hydrolysis, p-nitrophenol absorbance 415 nm;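 active = inhibition above the mean of all tested compounds plus 3 SD, set per campaign, cut at about 25% in these data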;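 also: 0% = DMSO with enzyme and 100% = buffer with substrate but no TDP2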
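System – recombinant human TDP2 · Quantity – TDP2 enzyme at 120 nM final · Doses – single concentration, 12.8 µM nominal, with 1% DMSO · Incubation – 2 h at 37 °C · Measured by – epi absorbance of p-nitrophenol freed from T5PNP by hydrolysis · Read-out – % inhibition relative to enzyme-containing and enzyme-free wells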
HTRA1 inhibitor: inhibitors of human serine peptidase HTRA1; Q92743; recombinant HTRA1, FP-rhodamine activity-based probe, fluorescence polarization; inhibition, % at 5.96 µM; 0.5% of 340,000 active; AID 504803; in the data active = inhibition above about 36%;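 also: 0% = enzyme with DMSO and 100% = wells lacking enzyme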
SIAE primary: inhibitors of human sialic acid acetylesterase SIAE. 0.69% of 370,000 active. AID 1053197. SIAE FP-Rh probe binding, fluorescence polarization. inhibition, % at 9.66 µM;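 active = inhibition above a cutoff: mean of compounds within the control limits plus 3 SD of those, cut at about 17% in these data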;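 also: 0% = plate median of compound wells and 100% = probe without SIAE protein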
TCR CD3 inh: inhibitors of human TCR-CD3 interaction; TAMRA-labeled TCR probe fluorescence, biochemical; inhibition, % at 9.4 µM; 0.37% of 360,000 active; AID 651800; in the data active = inhibition above about 19%;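 also: recombinant mutant TCR 2C K166C tagged with TAMRA read by polarization; 0% = receptor in buffer alone and 100% = receptor with positive control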
Numbers without * were called inactive; nt = not tested or not shown.

SMILES	UHRF1 binding	DDE Tn7 FP inh	PRMT1 inh	LEDGF integ inh	ABHD4 inh	PG9 Ab binder	TDP2 inh	HTRA1 inhibitor	SIAE primary	TCR CD3 inh
COc1ccc(Sc2nc(-c3ccccc3)ncc2OC)cc1	0	-5	4	-3	-4	2.4	-1	-4	-3	-7
CSc1ncc(Cl)c(C(=O)Nc2ccc(C)c(C)c2)n1	1	5	0	-4	-9	0.2	3	-21	4	-6
CCCc1ccc(-c2csc(NC(=O)Cc3cccs3)n2)cc1	-2	4	1	0	-5	1.3	2	-7	-4	2
O=C(c1cc(-c2ccc(O)cc2)on1)N1CCN(c2ccc(F)cc2)CC1	-2	-4	-5	6	1	-2.3	-3	-8	1	-9
COCCNc1oc(-c2ccc(Cl)cc2)nc1C#N	3	2	1	-1	3	-0.8	0	-1	-6	19*
N#C/C(C(=O)Oc1ccccc1)=C1\C=Cc2ccccc2N1	-1	-3	0	-1	11	-1.4	6	-29	-6	4
COc1ccc(Cn2c(C)nc3oc4cc(OC)ccc4c(=O)c3c2=O)cc1	-3	-4	-1	-2	-8	-2.2	11	-3	6	4
Cc1cc(C)c([N+](=O)[O-])cc1-c1ccc(/C=N/NC(=O)c2nonc2N)o1	-3	9	0	-1	-2	-1.2	5	12	-11	-4
CC(=O)c1ccc(OCCCC(=O)Nc2cccc(S(=O)(=O)N3CCCCCC3)c2)cc1	-1	-8	-3	0	-6	0.8	-2	-21	-5	-5
CCC[C@H]1CN(c2ccccc2)C(=O)[C@@H]1CC(=O)Nc1ccc(Br)cc1	-2	4	-1	-4	-1	-1.9	-15	-5	-1	7
O=C(CNC(=O)c1ccc(Cl)cc1)OCc1nc2ccccc2s1	25*	-1	2	-1	0	-1.4	3	-9	9	4
Cc1cc(C(=O)Nc2nc3c(s2)CCCC3)cs1	2	-6	4	-2	20	-1.2	-11	-10	-3	-3
CC(=O)N1CCN(S(=O)(=O)c2cccc(C(=O)Nc3ccccc3N3CCCCC3)c2)CC1	-1	-4	-7	3	-11	0.3	-24	2	-6	7
CC/C(=N\NC(=S)NC(C)C)c1ccc(OC(F)F)cc1	-1	2	4	-5	2	-0.2	6	-13	8	0
COc1ccc(C(=O)Nc2c(F)c(F)c(F)c(F)c2F)c(OC)c1	0	4	0	0	-8	-0.1	6	-9	2	5
CCOc1ccc(CC(=O)Nc2sc(Cc3ccccc3)cc2C(N)=O)cc1OCC	-1	-8	5	2	-1	55*	-18	-6	9	4
Cc1cc(C)cc(Oc2c(C(F)(F)F)oc3cc(OCC(=O)O)ccc3c2=O)c1	1	4	-6	1	-2	-2.1	10	-12	-8	3
CC(C)CCNC(=O)C(c1cccnc1)N(Cc1ccccc1)C(=O)Cn1nnc2ccccc21 (configuration not stated)	-1	-8	-1	0	-3	-0.6	2	-2	1	8
N#Cc1ccc(NC(=O)Cn2cnc([N+](=O)[O-])c2)cc1	0	-14	0	0	3	-0.4	-8	-4	-3	2
CCn1c(=O)c2c(nc3n2CCCN3CCc2ccccc2)n(C)c1=O	-1	5	-1	-2	0	-1.7	-11	6	-1	-3
CCOc1ccc(N=C2NC(=O)/C(=C/C(=O)OC)S2)cc1	-3	-5	1	0	2	-1.4	4	-1	-5	-1
CS/C(=C\C(=O)c1ccco1)Nc1ccccc1Cl	4	-2	-4	1	3	-1.4	-12	-3	-6	5
CCCCOCCCNC(=O)CCCOc1ccccc1	5	-2	2	-2	-16	0.6	-11	-9	-4	-8
O=C(CN(C(=O)CCC(=O)Nc1nccs1)c1ccc2c(c1)OCO2)NCC1CCCO1 (configuration not stated)	-2	-4	1	-1	4	-2.0	1	1	0	5
CCOc1ccc(NC(=O)CCc2nnc3ccc(N4CCC5(CC4)OCCO5)nn23)cc1	0	7	1	-2	1	-0.3	-5	-1	3	3
CC1CCCN(c2ccc(/C=C(\C#N)c3nn(-c4ccccc4)c(N)c3C#N)cc2[N+](=O)[O-])C1 (configuration not stated)	6	-3	-2	4	-5	4.7	1	-11	-13	-8
O=c1oc(-c2ccccc2NS(=O)(=O)c2ccccc2)nc2ccccc12	6	-5	-1	7	-27	0.0	-14	-40	-12	-2
COC(=O)C1=C(C)NC(C)=C(C(=O)OC)C1c1cc2ccc(C)cc2[nH]c1=O	0	2	0	4	-3	0.4	0	2	6	8
Cc1cc(NC(=O)CSc2nc(=O)cc(N)n2-c2ccc(F)cc2)no1	-2	6	1	0	3	1.1	0	5	3	7
Cc1ccc(-c2nnn(CC(=O)NC3CCCc4ccccc43)n2)cc1 (configuration not stated)	2	2	3	0	-14	1.4	-10	1	-11	-6
COCCCNC(=O)C(F)(F)C(F)(F)C(=O)NCCCOC	0	-6	-1	1	5	0.5	8	2	-6	2
Cc1ccc(OCC(=O)OCC(=O)Nc2sccc2C(N)=O)cc1C	3	-1	1	0	-1	-1.7	0	-6	-1	2
Nc1c(C(=O)N2CCN(c3ccccc3)CC2)nnn1Cc1ccc(Cl)cc1	-1	-1	0	-4	-7	nt	1	nt	0	nt
CC1(C(=O)NCc2ccccc2Br)CCN1Cc1c(F)cccc1F (configuration not stated)	1	8	0	-4	1	-0.9	4	nt	-2	-4
COC(=O)c1nnn(CC(=O)Nc2ccc(C)c(F)c2)c1C(=O)OC	-1	-2	0	2	0	1.1	13	2	-2	1
COc1cc(/C=C2\S/C(=N/S(=O)(=O)c3ccccc3)NC2=O)c([N+](=O)[O-])cc1OC	-8	-2	30*	1	5	-1.9	8	-2	-4	6
Cc1cc(C(=O)N/N=C2\CCCC(=O)C2)c2ccccc2n1	-3	8	18	2	-1	0.2	1	3	3	4
Cc1cc2cc(CNC(=O)C(C)Oc3ccccc3)ccc2n1C (configuration not stated)	-4	-6	10	0	34*	1.4	9	30	6	45*
COCC(=O)Nc1cc(=O)n(C)c(=O)n1C	0	3	3	1	1	0.6	1	-1	-3	-2
Clc1ccc(C2Nc3cccc4cccc(c34)N2)cc1Cl	0	-6	9	7	14	-2.4	-8	21	5	-6
COCc1nnc(NC(=O)c2ccco2)s1	-3	2	4	0	12	-0.7	0	3	6	-1
COC(=O)Cn1cnc2c(nnn2Cc2ccc(Cl)cc2)c1=O	4	-12	2	0	6	0.5	1	2	0	7
O=C(CCCOc1ccc(Cl)cc1Cl)Nc1ccc(O)cc1C(=O)O	-3	1	5	-1	5	0.6	2	-1	17*	-12
Oc1ccc2ccccc2c1CN1CCN(c2ccccc2F)CC1	0	4	-2	-1	2	0.2	6	2	5	4
CC1CCCN(C(=O)COC(=O)c2ccc[nH]c2=O)C1 (configuration not stated)	-4	-1	-2	6	8	0.3	7	-2	-2	-4
Cc1ccc(N2C(=O)CC(N3CCN(S(=O)(=O)c4ccccc4)CC3)C2=O)c(C)c1 (configuration not stated)	0	0	-2	1	-9	-1.1	-11	0	1	0
CC(=O)OC(C(=O)N1CCN(c2ccccc2F)CC1)c1ccccc1 (configuration not stated)	2	0	3	1	-2	3.1	5	-2	0	-5
CCOC(=O)c1cnc(SC)nc1Oc1cccc(NC(=O)c2ccc(Cl)cc2)c1	-2	7	-2	1	0	0.4	8	1	1	-6
O=C1NC2(CCCc3ccccc32)C(=O)N1Cc1nnc(-c2ccccc2Br)o1 (configuration not stated)	-4	-2	-1	-1	-3	-0.4	9	-7	-1	6

Part of the list above in a different format:
The line under a structure holds: UHRF1 binding	DDE Tn7 FP inh	PRMT1 inh	LEDGF integ inh	ABHD4 inh	PG9 Ab binder	TDP2 inh	HTRA1 inhibitor	SIAE primary	TCR CD3 inh
> O=C(CCCOc1ccc(Cl)cc1Cl)Nc1ccc(O)cc1C(=O)O
→ -3	1	5	-1	5	0.6	2	-1	17*	-12
> Oc1ccc2ccccc2c1CN1CCN(c2ccccc2F)CC1
→ 0	4	-2	-1	2	0.2	6	2	5	4
> CC1CCCN(C(=O)COC(=O)c2ccc[nH]c2=O)C1 (configuration not stated)
→ -4	-1	-2	6	8	0.3	7	-2	-2	-4
> Cc1ccc(N2C(=O)CC(N3CCN(S(=O)(=O)c4ccccc4)CC3)C2=O)c(C)c1 (configuration not stated)
→ 0	0	-2	1	-9	-1.1	-11	0	1	0
> CC(=O)OC(C(=O)N1CCN(c2ccccc2F)CC1)c1ccccc1 (configuration not stated)
→ 2	0	3	1	-2	3.1	5	-2	0	-5
> CCOC(=O)c1cnc(SC)nc1Oc1cccc(NC(=O)c2ccc(Cl)cc2)c1
→ -2	7	-2	1	0	0.4	8	1	1	-6
